Screening results: PubChem, National Center for Advancing Translational Sciences (NCATS)
DT40 TDP1 CPT: DT40-hTDP1 cell growth loss with CPT. chicken DT40 Tdp1-/-;hTDP1 cells + 20 nM CPT, ATP luminescence, 48 h. Potency, µM (series often up to 46.2 µM), without a hit: at the highest dose activity change, negative = growth inhibition, most hits filed as inhibitors. actives 12% (n = 420,000); further: nearly all actives have a fitted effect of over 55% in size
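Cell growth measured by CellTiter-Glo luminescence after a minimum 48 h, 37 C compound exposure with 20 nM CPT in Tdp1-knockout DT40 cells stably expressing hTDP1, seeded 400/well; qHTS titration format.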
TDP1 inh: blocks human tyrosyl-DNA phosphodiesterase 1; Q9NUW8; recombinant TDP1, AlphaScreen DNA substrate cleavage; Potency, µM (top dose mostly 130 µM), inactives show at the top dose activity change, negative = inhibition, most hits filed as inhibitors; actives 0.28% (n = 350,000); further: nearly all actives have a fitted effect of over 40% in size
Target sequence (Q9NUW8 whole entry, looked up): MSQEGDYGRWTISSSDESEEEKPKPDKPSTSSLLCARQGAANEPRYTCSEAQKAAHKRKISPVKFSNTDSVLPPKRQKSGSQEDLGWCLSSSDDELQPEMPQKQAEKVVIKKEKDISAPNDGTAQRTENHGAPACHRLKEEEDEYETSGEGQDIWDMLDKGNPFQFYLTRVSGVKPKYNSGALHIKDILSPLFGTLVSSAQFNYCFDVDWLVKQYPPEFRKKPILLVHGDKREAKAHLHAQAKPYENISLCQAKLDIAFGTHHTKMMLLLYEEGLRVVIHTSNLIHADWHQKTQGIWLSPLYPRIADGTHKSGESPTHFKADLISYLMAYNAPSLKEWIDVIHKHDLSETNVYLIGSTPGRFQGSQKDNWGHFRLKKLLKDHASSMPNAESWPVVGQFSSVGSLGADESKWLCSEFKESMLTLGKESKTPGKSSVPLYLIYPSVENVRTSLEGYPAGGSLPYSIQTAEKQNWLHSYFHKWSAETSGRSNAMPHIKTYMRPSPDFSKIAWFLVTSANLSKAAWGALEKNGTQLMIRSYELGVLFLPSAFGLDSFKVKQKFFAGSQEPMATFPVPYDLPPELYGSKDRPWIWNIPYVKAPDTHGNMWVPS
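Recombinant E. coli-expressed Tdp1 (1 nM) preincubated with compound 15 min at RT, then 5'-biotin/3'-phosphotyrosine-FITC DNA substrate (15 nM) added for 5 min. AlphaScreen beads (10 ug/ml) added, 10 min RT; tyrosine-FITC cleavage read as signal loss.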
DT40 TDP1 no CPT: qHTS for Inhibitors of human tyrosyl-DNA phosphodiesterase 1 (TDP1): qHTS in cells in absence of CPT | Potency, µM (titrated, usually from 46.2 µM), for the others: top-dose activity change, negative = growth inhibition, most hits filed as inhibitors | AID 686978, 2013 | actives 15% (n = 420,000) | DT40 Tdp1-/- hTDP1 cells, no CPT, ATP luminescence, 48 h; further: nearly all actives have a fitted effect of over 55% in size
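Stably hTDP1-transfected Tdp1-null chicken DT40 cells were treated with library compounds minus camptothecin and grown for at least 48 hr at 37 °C, after which cellular ATP was quantified by luminescence.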
Numbers without * were called inactive; ? = inconclusive; nt = not tested or not shown; & = joins results of further samples; [ ] = another dose, or the depositor's remark. The call rests on the fitted dose curve; in most records, active means well fitted curve in the direction sought with a large enough effect; inconclusive means small, poorly fitted or top-dose-only effect, or another doubt; inactive means no such curve, though single readings can be large; an effect the other way counts as inactive or inconclusive. On the % scale 0 is the no-effect control and ±100 the full control effect; potency means the concentration at half of the fitted maximal effect.

SMILES	DT40 TDP1 CPT	TDP1 inh	DT40 TDP1 no CPT
CN1CCN(c2nnc(-c3ccc(Cl)cc3)c3ccccc23)CC1	?	nt	?
CCCCn1nnnc1C(c1cc2ccccc2o1)N1CCCN(C(=O)OC(C)(C)C)CC1 (configuration not stated)	?	nt	?
Cc1cc(-c2ccc(C)c(S(=O)(=O)NCCCN(Cc3ccccc3)C(C)C)c2)on1	?	2%	13µM*
COc1ccc(Nc2ncnc3onc(C)c23)cc1Cl	-6%	2%	?
O=C(C1=C[C@@H](c2coc3ccccc3c2=O)C[C@@H](OCc2ccc(CO)cc2)O1)N1CCCCCCC1	12µM*	6%	?
Fc1ccc(Nc2c3c(nc4ccccc24)CCC3)cc1	5.2µM*	4%&3%	10µM*
O=C(c1ccc(Cl)cc1)c1cn[nH]c1-c1ccccc1O	?	5%	?
O=c1c(Cc2ccccc2)c(O)nc2n1CCCS2	-20%	-1%	-17%
NC(=O)CC(NC(=O)Cc1cccc2ccccc12)c1ccc(NCC2CC2)c([N+](=O)[O-])c1 (configuration not stated)	-24%	6%	-14%
CCC(=O)c1c[nH]c(C(=O)N2CCOCC2)c1	-1%	-1%	1%
CCOc1ccc(-c2nnc(SCc3nnc(-c4ccccc4)o3)n2-c2ccccc2F)cc1	16µM*	3%	23µM*
Cn1cc(CCNC(=O)C2CCC(=O)N(CCc3ccc(Cl)cc3)C2)cn1 (configuration not stated)	6%	2%[56.1 µM]	8%
Cc1nn(-c2ccc(Cl)cc2)c(Cl)c1/C=N/NC(=O)c1ccc(NS(=O)(=O)c2cccs2)cc1	18µM*	nt	18µM*
COc1ccc(C)cc1NC(=O)CCN1CCN(c2ccccc2)CC1	11%	nt	-26%
COc1ccc(NC(C)=O)cc1NC(=O)CN1CCN(S(=O)(=O)c2ccc(C(C)C)cc2)CC1	2%	2%	-5%

Sorted by SMILES length (highest first): four of the compounds above.
SMILES	DT40 TDP1 CPT	TDP1 inh	DT40 TDP1 no CPT
CCCCn1nnnc1C(c1cc2ccccc2o1)N1CCCN(C(=O)OC(C)(C)C)CC1 (configuration not stated)	?	nt	?
CN1CCN(c2nnc(-c3ccc(Cl)cc3)c3ccccc23)CC1	?	nt	?
CCC(=O)c1c[nH]c(C(=O)N2CCOCC2)c1	-1%	-1%	1%
COc1ccc(Nc2ncnc3onc(C)c23)cc1Cl	-6%	2%	?

The listing continues.
SMILES	DT40 TDP1 CPT	TDP1 inh	DT40 TDP1 no CPT
CCC(C)C(=O)N1CCc2cc(-c3csc(N)n3)ccc21 (configuration not stated)	-13%	3%	-3%
COc1ccc(NC(=O)c2cc([N+](=O)[O-])ccc2NC(=O)CNCc2ccccn2)c(OC)c1	?	8%	13µM*
CCN1C(=O)[C@H]2[C@@H](c3ccc(-c4ccccc4)cc3)N3CCCC[C@@]3(C(=O)OC)[C@H]2C1=O	?	0%	18µM*
CCSc1ccccc1C(=O)Nc1cc(C)on1	6%	2%	0%
COc1ccc(C(=O)N/N=C/C(Br)=C/c2ccccc2)cc1	13µM*	2%	15µM*
COc1ccc(-c2noc(COc3ccc(C)cc3C)n2)cc1OC	?	-4%	?
CCN(C(=O)C1CCCN(c2ncnc3c2nc2n3CCCCC2)C1)c1cccc(Cl)c1 (configuration not stated)	21µM*	4%&10%	10µM*
COc1ccc(Cn2c(=O)oc3ccccc32)cc1F	-1%	nt	-16%
CSc1ccc(C(=O)N2CCC(n3nccc3NC(=O)C3CC3)CC2)cc1	-6%	1%	3%
Cc1ccc(-c2nc(NC(=O)CSc3nnc(C)s3)ns2)cc1	-5%	1%	-18%
Cc1cc(Nc2cccc(Cl)c2C)n2ncnc2n1	-1%	1%	1%
Cc1cccc(C)c1NC(=O)CS(=O)CC(=O)NC1CCN(Cc2ccccc2)CC1 (configuration not stated)	-26%	5%	?
COc1ccc(-c2ccc(SCC(=O)NCc3ccco3)nn2)cc1	-20%	5%	-3%
COc1ccc(C(=O)NCC(c2ccc(Cl)cc2)N2CCCCC2)cc1 (configuration not stated)	15µM*	-4%	12µM*
O=C(COc1ccc(Cl)cc1)NCCCNC(=O)c1ccccn1	-1%	nt	-23%
CCOC(=O)c1c(C2CC2)csc1NC(=O)COC(=O)c1cnc(Cl)c(Cl)c1	-5%	0%	-19%
O=C(CC12CC3CC(CC(C3)C1)C2)NCO	0%	-3%	-1%
CCOC(=O)c1csc(COc2ccccc2Cl)n1	0%	1%	-17%
CNC(=O)c1ccc(Nc2nc(-c3ccccc3)nc3ccccc23)cc1	16µM*	8%	13µM*
COC(=O)c1ccccc1S(=O)(=O)N(CCCO)Cc1cc2c(C)ccc(C)c2[nH]c1=O	-29%	-1%	?
Cc1cc(C)cc(-n2ccn(Cc3ccccc3C)c(=O)c2=O)c1	-21%	0%	-29%
COc1cccc(C(O)c2ncc(-c3ccc(C(F)(F)F)cc3)[nH]2)c1 (configuration not stated)	?	nt	?
O=C(c1ccc(F)cc1)C1CCN(C(=O)N2CCOCC2)CC1	-1%	3%	-2%
CCn1nc(C(=O)OCC(=O)NC(C)C)c2ccccc2c1=O	-24%	5%	-22%
C[C@@H](c1ccccc1)N1C[C@H](COCc2ccccc2)Oc2cc(N3CC[C@H](N(C)C)C3)ccc2S1(=O)=O	?	nt	?
O=C(NC(=S)Nc1ccc(N2CCCCC2)cc1)c1cccs1	21µM*	11%	?
COc1ccc(Cn2ccn(CC(=O)Nc3cc(C)ccc3C)c(=O)c2=O)cc1	15%	9%	25%
COC(=O)c1ccc2c(=O)[nH]c(COC(=O)c3cccc(S(=O)(=O)N4CCOCC4)c3)nc2c1	-14%	3%[0.505 µM]	-21%
Cc1nnc(NC(=O)c2ccc3c(c2)C(=O)N(CC2CCCO2)C3=O)s1 (configuration not stated)	-3%	0%	-9%
CCCCNC(=O)c1cnc2c(-c3ccc(OCC)c(OCC)c3)c(C)nn2c1-c1ccccc1	?	3%	-30%
O=C(NCc1ccc2c(c1)OCO2)c1cc(=O)[nH]c2ccccc12	-8%	6%	-18%
O=C1CC(c2ccc(F)cc2)Cc2nc(NCC3CCCO3)ncc21 (configuration not stated)	?	6%	?
CCn1cc(C2=NOC(C(=O)Nc3c(C)nn(Cc4ccc(F)cc4)c3C)C2)c(C)n1 (configuration not stated)	?	0%	?
C/C(=N\NC(=O)CNC(=O)c1ccco1)c1ccc(Br)cc1	7%	nt	-8%
CC1=C(C(N)=O)C(c2ccc(C(C)C)cc2)n2nc(SCc3ccccc3)nc2N1 (configuration not stated)	-1%	6%	-6%
C=C(C)CN(CC)C(=O)CSc1nc(O)cc(=O)n1C1CCCC1	1%	-1%	11%
Cc1ccc(F)cc1C(=O)N1CCCC(c2cc(C(=O)NCc3ccc(F)cc3)no2)C1 (configuration not stated)	?	nt	15µM*
Cc1cc(N=Nc2ccc3ccccc3c2)ccc1O	-2%	12%	-5%
CC(=O)N/C(=C\c1ccccc1)C(=O)OC(C)C(=O)Nc1ccccc1F (configuration not stated)	-3%	0%	-9%
CCOC(=O)c1cc2c(nc1C)-c1cc(Cl)cc(Cl)c1OC2O (configuration not stated)	?	-1%	?
CC1(C(=O)O)Cc2ccccc2C(=O)O1 (configuration not stated)	3%	-5%	15%
NC(=O)c1cc([N+](=O)[O-])ccc1NCCc1ccccc1	-23%	nt	?
Cc1cc(C(=O)CC#N)c(C)n1CC(F)(F)F	-21%	7%	-21%
CC1CN(C(=O)N2c3ccccc3Sc3ccccc32)CC(C)O1 (configuration not stated)	12µM*	-3%	12µM*
O=C(NCc1ccco1)c1c(F)c(F)c(F)c(C(=O)NCc2ccco2)c1F	15%	0%	5%

The closing five entries of the section before come first, to join the parts:
SMILES	DT40 TDP1 CPT	TDP1 inh	DT40 TDP1 no CPT
CC1(C(=O)O)Cc2ccccc2C(=O)O1 (configuration not stated)	3%	-5%	15%
NC(=O)c1cc([N+](=O)[O-])ccc1NCCc1ccccc1	-23%	nt	?
Cc1cc(C(=O)CC#N)c(C)n1CC(F)(F)F	-21%	7%	-21%
CC1CN(C(=O)N2c3ccccc3Sc3ccccc32)CC(C)O1 (configuration not stated)	12µM*	-3%	12µM*
O=C(NCc1ccco1)c1c(F)c(F)c(F)c(C(=O)NCc2ccco2)c1F	15%	0%	5%
Cc1ccc(C)c(OCC(=O)NNC(=O)CSC(=S)N2CCCC2)c1	12%	nt	-23%
COc1ccc(C2OC(CCc3ccccc3)CC3=C2C(=O)OC(C)(C)O3)cc1 (configuration not stated)	?	nt	?
COc1cccc(-c2nc(N3CCCC3)c3ccccc3n2)c1O	18µM*	7%	12µM*
Clc1ccccc1-c1nn2c(Cn3cnc4ccccc43)nnc2s1	?	4%	?
Cc1ccc(Cl)cc1N1CCN(C(=O)Cc2csc(Nc3nc(=S)[nH]c4ccccc34)n2)CC1	13µM*	8%	15µM*
COc1ccc(CNc2cc(C)nc3ccc(OC)cc23)cc1	?	12%	21µM*
COc1ccc(S(=O)(=O)NCC(c2ccc3c(c2)OCO3)N2CCOCC2)cc1 (configuration not stated)	8%	9%	1%
CCN(CC)c1ccc(/C=C(\C#N)C(=O)c2ccc(Br)cc2)cc1	?	3%	?
CN(C(=O)Cn1cc(C(F)(F)F)ccc1=O)c1c(N)n(Cc2ccccc2)c(=O)[nH]c1=O	-1%	0%	3%
CC(SCc1ccccc1)C(=O)Nc1ccccc1F (configuration not stated)	4%	2%	-3%
O=C(CCN1C(=O)CSc2ccccc21)Nc1cccc(C(F)(F)F)c1	?	-1%	?
CCOC(=O)C1CCCN(C2CC(=O)N(c3cccc(C(F)(F)F)c3)C2=O)C1 (configuration not stated)	?	2%	?
Cc1ccc(S(=O)(=O)N2CCN(S(=O)(=O)N3CCCCCC3)CC2)cc1	-1%	6%	-1%
COc1ccc(Nc2ncc3c(n2)CCN(C(=O)OC(C)(C)C)C3)cc1	?	5%	21µM*
C=CCn1c(NCc2ccc(OC)cc2O)nc2ccccc21	?	nt	?

4 records picked at random from those above:
SMILES	DT40 TDP1 CPT	TDP1 inh	DT40 TDP1 no CPT
COc1ccc(Nc2ncc3c(n2)CCN(C(=O)OC(C)(C)C)C3)cc1	?	5%	21µM*
Clc1ccccc1-c1nn2c(Cn3cnc4ccccc43)nnc2s1	?	4%	?
COc1ccc(S(=O)(=O)NCC(c2ccc3c(c2)OCO3)N2CCOCC2)cc1 (configuration not stated)	8%	9%	1%
COc1ccc(C2OC(CCc3ccccc3)CC3=C2C(=O)OC(C)(C)O3)cc1 (configuration not stated)	?	nt	?

Next part.
SMILES	DT40 TDP1 CPT	TDP1 inh	DT40 TDP1 no CPT
N#CCC(=O)Nc1ccc(C(=O)Nc2cccc(S(N)(=O)=O)c2)cc1	-5%	0%	-4%
Cc1nn(CC#N)c(=O)n1-c1ccc(Cl)cc1	2%	6%	-13%
Cc1ccc(NC(=O)c2cc(S(=O)(=O)N(C)C)ccc2N2CCCC2)cc1S(=O)(=O)N(C)C	?	nt	?
Cc1cccc(C)c1NC(=O)CSc1nc2ccccc2c2nc(CCc3c(C)n[nH]c3C)nn12	-17%	2%	-29%
O=C(NC1CCCCC1)C1CCN(c2nnnn2-c2ccccc2)CC1	-20%	6%	-14%
Cc1sc(NC(=O)c2ccc3ncsc3c2)c(C(N)=O)c1C	-21%	-10%[0.505 µM]	?
O=C(NCc1ccccc1)C(=O)Nc1c2c(nn1-c1ccc(F)cc1)CSC2	?	8%	16µM*
CCOc1ccc2cc(C3CC(c4ccco4)=NN3S(C)(=O)=O)c(=O)[nH]c2c1 (configuration not stated)	-20%	4%	0%
COC(=O)/C(C#N)=C(/Nc1ccc(F)c(Cl)c1)C(F)(F)F	14%	nt	-1%
COc1ccc(C(=O)Nc2nc(C)c3cc4c(cc3n2)OCO4)cc1	-22%	-1%	?
CC(C)c1c(C(=O)N/N=C/c2cccnc2)nnn1-c1nonc1N	4%	4%	?
CCCC[C@@H]1C=C(C(=O)O)[C@H](c2ccc3c(c2)OCO3)N1S(=O)(=O)c1ccc(C)cc1	-5%	4%	-18%
COC(=O)c1cn(NC(=O)c2ccncc2)c(=O)c2ccccc12	-2%	2%	-3%
